Screening data deposited in PubChem by several laboratories.
Mtb FBA inh: Mtb fructose-bisphosphate aldolase inhibition; inhibition, % at 1 µM; purified M. tuberculosis FBA, fluorescence read-out; hit rate 2.3% among 360,000; AID 588726; in the data active = inhibition above about 27%;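 also: 0% = vehicle and 100% = reference inhibitor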
BoNT-F LC inh: BoNT F light chain protease inhibition; Multiplex microsphere protease cleavage assay, flow cytometry; inhibition, % at 10 µM; hit rate 0.22% among 360,000; in the data active = inhibition above about 35%, passing the limit was not always enough; inconclusive = no clear call, values can overlap the other calls; also: plate controls were buffer without enzyme for full effect and enzyme alone for no effect
GDH-TPI inh: inhibits GDH-TPI coupling enzymes, artifact for Mtb FBA screen; GDH-TPI coupled enzyme counterscreen, NADH absorbance; inhibition, % at 4.8 µM; hit rate 1.2% among 360,000;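 also: 0% = DMSO wells and 100% = wells lacking the enzyme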
Mtb BioA inh: BioA (M. tuberculosis) enzyme inhibition | hit rate 0.096% among 360,000 | inhibition, % at 9.99 µM | purified M. tuberculosis BioA enzyme, plate reader; in the data active = inhibition above about 40%; inconclusive = no clear call, values can overlap the other calls
Rv3671c protease: Rv3671c (M. tuberculosis) protease inhibition; hit rate 0.048% among 320,000; AID 2606; inhibition, % at 5.96 µM; in the data active = inhibition above about 38%;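 also: extracellular domain of Rv3671c used as enzyme; 0% = enzyme with DMSO and 100% = no enzyme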
Target sequence (P9WHR9 whole entry, looked up, the tested form may be a part): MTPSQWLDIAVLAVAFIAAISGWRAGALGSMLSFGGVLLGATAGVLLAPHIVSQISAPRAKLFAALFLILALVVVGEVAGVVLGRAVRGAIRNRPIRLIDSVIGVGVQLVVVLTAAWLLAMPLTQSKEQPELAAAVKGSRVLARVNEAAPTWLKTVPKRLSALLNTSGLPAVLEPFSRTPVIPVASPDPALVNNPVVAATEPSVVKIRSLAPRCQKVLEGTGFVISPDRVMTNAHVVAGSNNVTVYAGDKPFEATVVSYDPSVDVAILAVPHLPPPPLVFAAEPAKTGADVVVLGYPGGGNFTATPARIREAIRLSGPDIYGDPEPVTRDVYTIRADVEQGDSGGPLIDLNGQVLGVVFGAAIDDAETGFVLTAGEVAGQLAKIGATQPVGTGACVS
CCHFV vOTU inh: CCHFV vOTU protease inhibition | Pep-AMC fluorescence | AID 651958 | hit rate 0.55% among 370,000 | inhibition, % at 11.5 µM; also: 0% = vehicle wells with enzyme and 100% = no enzyme wells
DUSP3 inh: blocks human VHR1 dual specificity phosphatase. P51452. recombinant VHR phosphatase, pNPP absorbance. inhibition, % at 13.3 µM. hit rate 0.52% among 290,000; in the data active = inhibition above about 50%; also: some compounds called inactive have numbers as strong as hits
Target sequence (P51452 whole entry, looked up): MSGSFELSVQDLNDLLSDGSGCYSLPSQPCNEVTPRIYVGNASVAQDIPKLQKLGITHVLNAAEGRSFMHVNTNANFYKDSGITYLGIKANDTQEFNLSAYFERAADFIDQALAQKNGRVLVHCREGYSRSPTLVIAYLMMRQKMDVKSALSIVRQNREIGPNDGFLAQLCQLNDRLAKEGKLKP
Mtb UGM inh: Mtb UDP-galactopyranose mutase inhibition. P9WIQ1. purified UGM, fluorescence polarization probe displacement. inhibition, % at 10 µM. hit rate 0.06% among 320,000. AID 504406; in the data active = inhibition above about 10%, passing the limit was not always enough; inconclusive = no clear call, values can overlap the other calls
Target sequence (P9WIQ1 whole entry, looked up): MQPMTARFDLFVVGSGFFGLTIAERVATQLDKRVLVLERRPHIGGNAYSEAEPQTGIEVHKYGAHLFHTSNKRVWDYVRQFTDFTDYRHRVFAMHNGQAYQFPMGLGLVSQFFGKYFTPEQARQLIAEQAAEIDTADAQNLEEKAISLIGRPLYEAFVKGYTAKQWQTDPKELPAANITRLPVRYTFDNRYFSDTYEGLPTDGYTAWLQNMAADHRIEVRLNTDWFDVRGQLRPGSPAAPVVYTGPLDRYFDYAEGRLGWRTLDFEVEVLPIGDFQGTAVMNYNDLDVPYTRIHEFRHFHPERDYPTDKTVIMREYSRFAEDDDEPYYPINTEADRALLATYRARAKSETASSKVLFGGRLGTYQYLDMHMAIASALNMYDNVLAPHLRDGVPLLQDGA
MazEF act: activators of E. coli MazEF toxin-antitoxin RNase | P0AE70 | FAM/BHQ RNA-DNA oligo cleavage fluorescence, 5 h | activation, % at 20 µM | hit rate 0.32% among 350,000; in the data active = activation above about 50%
FadD28 binding: blocks FadD28 binding to the bisubstrate probe | fluorescence polarization | inhibition, % at 12.5 µM | hit rate 0.22% among 360,000; in the data active = inhibition above about 8.5%, passing the limit was not always enough; inconclusive = no clear call, values can overlap the other calls
The depositor's hits bear a star. Rule as the data show it, unless noted: active = inhibition above about 30%; inactive = the rest.

CN(C)CCCN(C(=O)c1ccc(S(=O)(=O)N(C)C2CCCCC2)cc1)c1nc2ccc(Br)cc2s1 was read as Mtb FBA inh 5, BoNT-F LC inh -10, GDH-TPI inh 7, Mtb BioA inh -0.2, Rv3671c protease -4, CCHFV vOTU inh -3, DUSP3 inh 6, Mtb UGM inh 1.0, MazEF act -7 and FadD28 binding 0.6.
`CN(CC(=O)Nc1c(Cl)cccc1Cl)C(=O)CNC(=O)C1CCCCC1` gave Mtb FBA inh 7, BoNT-F LC inh -1, GDH-TPI inh 15, Mtb BioA inh -1.2, Rv3671c protease -5, CCHFV vOTU inh -2, DUSP3 inh -9, Mtb UGM inh -0.2, MazEF act 3 and FadD28 binding -1.4.
`CCN(Cc1ccncc1)Cc1nc(Cc2ccccc2Cl)no1` gave Mtb FBA inh -1, BoNT-F LC inh 0, GDH-TPI inh 8, Mtb BioA inh -0.1, Rv3671c protease -5, CCHFV vOTU inh -11, DUSP3 inh 26, Mtb UGM inh 1.5, MazEF act 1 and FadD28 binding -0.9.
For O=C1CSC(c2cccnc2)N1Cc1ccc(Cl)cc1 (configuration not stated) the results were Mtb FBA inh 0, BoNT-F LC inh 3, GDH-TPI inh 0, Mtb BioA inh 0.5, Rv3671c protease -7, CCHFV vOTU inh -2, DUSP3 inh 13, Mtb UGM inh -0.9, MazEF act 1 and FadD28 binding -1.4.
For O=C(Nc1ccc(S(=O)(=O)N2CCCCC2)cc1)c1ccc(=O)[nH]c1 the results were Mtb FBA inh 1, BoNT-F LC inh -5, GDH-TPI inh 8, Mtb BioA inh -3.7, Rv3671c protease -17, CCHFV vOTU inh -2, MazEF act 2 and FadD28 binding -2.4.
`CCC(=O)c1ccc(OCC(=O)Nc2cc(S(=O)(=O)N3CCCCC3)ccc2N2CCN(CC)CC2)cc1` gave Mtb FBA inh 5, BoNT-F LC inh 10, GDH-TPI inh 7, Mtb BioA inh -0.1, Rv3671c protease 4, CCHFV vOTU inh -3, Mtb UGM inh -2.1, MazEF act -23 and FadD28 binding -0.4.
`O=C1CCCc2nc(N3CCN(Cc4ccccc4)CC3)ncc21` gave Mtb FBA inh -1, BoNT-F LC inh 9, GDH-TPI inh 1, Mtb BioA inh 6.4, Rv3671c protease 8, CCHFV vOTU inh -5, DUSP3 inh 22, Mtb UGM inh 0.8, MazEF act -6 and FadD28 binding -3.2.
Cc1ccc(C(=O)N/C(=C\c2cn(S(=O)(=O)N(C)C)c3ccccc23)C(=O)NCCN2CCOCC2)cc1 was read as Mtb FBA inh 2, BoNT-F LC inh -4, GDH-TPI inh 10, Mtb BioA inh -0.6, CCHFV vOTU inh 10, DUSP3 inh 16, MazEF act 19 and FadD28 binding -1.4.
Screening CCN1C(=O)[C@H]2[C@@H](c3ccc(-c4cccc(Cl)c4)c(OC)c3)N[C@@](Cc3ccccc3)(C(=O)OC)[C@H]2C1=O returned Mtb FBA inh 2, BoNT-F LC inh 2, GDH-TPI inh -4, Mtb BioA inh -2.8, Rv3671c protease -4, CCHFV vOTU inh -2, Mtb UGM inh -5.2, MazEF act -11 and FadD28 binding -0.1.
Screening Cc1ccc(S(=O)(=O)NC(=O)C2CCCCC2)cc1 returned Mtb FBA inh -1, BoNT-F LC inh 7, GDH-TPI inh 0, Mtb BioA inh -1.0, Rv3671c protease 1, CCHFV vOTU inh 5, Mtb UGM inh 0.0, MazEF act 10 and FadD28 binding -2.0.
Screening Cc1ccc(NC(=O)COC(=O)c2ccc3c(c2)OCCO3)cc1 returned Mtb FBA inh 3, BoNT-F LC inh 3, GDH-TPI inh 1, Mtb BioA inh -0.1, Rv3671c protease -2, CCHFV vOTU inh 6, Mtb UGM inh -1.2, MazEF act -1 and FadD28 binding -0.9.
`N#Cc1ccc(NC(=O)CN2CCN(C(=O)c3cccs3)CC2)cc1Cl` gave Mtb FBA inh 3, BoNT-F LC inh 4, GDH-TPI inh 10, Mtb BioA inh -3.3, CCHFV vOTU inh 3, MazEF act 0 and FadD28 binding -1.9.
For O=C(Nc1cccc2ccccc12)NC1Cc2ccccc2C1 the results were Mtb FBA inh 1, BoNT-F LC inh inconclusive, GDH-TPI inh 1, Mtb BioA inh -0.1, Rv3671c protease -3, CCHFV vOTU inh -10, DUSP3 inh 1, Mtb UGM inh -1.8, MazEF act 3 and FadD28 binding -1.1.
COC(=O)c1cccc(C(=O)N2CCC(CO)(CCc3ccccc3)CC2)c1 was read as Mtb FBA inh 0, BoNT-F LC inh inconclusive, GDH-TPI inh 0, Mtb BioA inh 9.1, Rv3671c protease 4, CCHFV vOTU inh -10, DUSP3 inh 1, Mtb UGM inh 7.1, MazEF act 6 and FadD28 binding -1.2.
For CC(C)Cn1cc(Cl)c(=O)n(CC(C)C)c1=O the results were Mtb FBA inh -2, BoNT-F LC inh -4, GDH-TPI inh 6, Rv3671c protease -1, CCHFV vOTU inh -5, DUSP3 inh -14, Mtb UGM inh -0.1, MazEF act 7 and FadD28 binding -0.5.
CC1(C)C=C(c2ccc(O)cc2)CC(C)(C)N1 was read as Mtb FBA inh 5, BoNT-F LC inh -11, GDH-TPI inh -5, Mtb BioA inh 0.0, Rv3671c protease -7, CCHFV vOTU inh 8, DUSP3 inh 15, Mtb UGM inh 3.1, MazEF act 3 and FadD28 binding -3.1.
For CS(=O)(=O)c1nsc2nc(=O)c(/C=C3\C=Nc4ccccc43)c(N)n12 the results were Mtb FBA inh -4, BoNT-F LC inh 2, GDH-TPI inh 5, Mtb BioA inh -1.1, Rv3671c protease -14, CCHFV vOTU inh 1, DUSP3 inh 14, Mtb UGM inh 0.5, MazEF act -4 and FadD28 binding 5.8.
CC1(C(=O)O)CCCN1C(=O)c1cc2ccccc2s1 (configuration not stated) was read as Mtb FBA inh -3, BoNT-F LC inh 1, GDH-TPI inh -2, Mtb BioA inh -1.7, CCHFV vOTU inh -9 and FadD28 binding -3.1.
For Cn1c(SCc2ccc3c(c2)OCO3)nnc1-c1ccccc1 the results were Mtb FBA inh 0, BoNT-F LC inh 3, GDH-TPI inh 0, Mtb BioA inh 14, Rv3671c protease 4, CCHFV vOTU inh 5, DUSP3 inh 6, Mtb UGM inh -1.0, MazEF act -6 and FadD28 binding -3.0.
Screening S=C(NCCCN1CCOCC1)Nc1ccc(Nc2ccccc2)cc1 returned Mtb FBA inh 0, BoNT-F LC inh -4, GDH-TPI inh -4, Mtb BioA inh -0.1, Rv3671c protease 6, CCHFV vOTU inh 0, DUSP3 inh 13, Mtb UGM inh 0.9, MazEF act -1 and FadD28 binding -1.1.
Screening Cn1c(Cn2nnc(-c3ccccc3)n2)nnc1SCc1ccccc1Cl returned Mtb FBA inh 0, BoNT-F LC inh 2, GDH-TPI inh 1, Rv3671c protease -1, CCHFV vOTU inh -6, DUSP3 inh 27, Mtb UGM inh -1.0, MazEF act -9 and FadD28 binding 0.3.
CC(c1nc2ccccc2[nH]1)N(C(=O)C1=NNC(=O)CC1)c1ccccc1 (configuration not stated) was read as Mtb FBA inh 0, BoNT-F LC inh -13, Mtb BioA inh 0.0, CCHFV vOTU inh -2 and FadD28 binding -2.6.
`COc1ccc(C(=O)NCc2nnc(SCC(=O)N3CCOCC3)o2)cc1` gave Mtb FBA inh 3, BoNT-F LC inh -3, GDH-TPI inh 2, Rv3671c protease -2, CCHFV vOTU inh 11, DUSP3 inh -24, Mtb UGM inh 2.1, MazEF act -6 and FadD28 binding -2.7.
CN(C)c1ccc(NC(=O)CSc2nnc(-c3cnccn3)n2C)cc1 was read as Mtb FBA inh 2, BoNT-F LC inh -4, GDH-TPI inh -4, Mtb BioA inh 0.6, Rv3671c protease 1, CCHFV vOTU inh 9, DUSP3 inh 44, Mtb UGM inh 2.0, MazEF act 2 and FadD28 binding 0.7.
O=Cc1cccc(Oc2ccc([N+](=O)[O-])cc2[N+](=O)[O-])c1 was read as Mtb FBA inh -1, BoNT-F LC inh -1, GDH-TPI inh 2, Rv3671c protease -9, CCHFV vOTU inh -9, DUSP3 inh 26, Mtb UGM inh -4.0, MazEF act 6 and FadD28 binding -0.5.
`CC(=N\NC(=O)c1cc(Br)ccc1O)/C(=N/O)C(=O)Nc1ccccc1` gave Mtb FBA inh -6, BoNT-F LC inh -1, GDH-TPI inh 2, Rv3671c protease 0, CCHFV vOTU inh 15, DUSP3 inh -4, Mtb UGM inh 2.0, MazEF act 11 and FadD28 binding 3.5.
For Cc1ccc2c(c1)C(c1ccccc1)N(C(=O)c1ccccc1)CC(=O)N2 (configuration not stated) the results were Mtb FBA inh 1, BoNT-F LC inh -30, GDH-TPI inh 9, Rv3671c protease -8, CCHFV vOTU inh -5, DUSP3 inh 7, Mtb UGM inh -1.5, MazEF act 9 and FadD28 binding -1.7.
For O=C(CNC(=O)c1ccccc1F)NCc1cccnc1 the results were Mtb FBA inh 0, BoNT-F LC inh -6, GDH-TPI inh 3, Mtb BioA inh -2.0, Rv3671c protease 5, CCHFV vOTU inh -1, DUSP3 inh 20, Mtb UGM inh 0.9, MazEF act 11 and FadD28 binding -0.6.
`C[n+]1cccc(C2C(C#N)=C(N)Oc3c2ccc2ccccc32)c1` (configuration not stated) gave Mtb FBA inh 2, BoNT-F LC inh inconclusive, GDH-TPI inh -6, Mtb BioA inh -0.1, Rv3671c protease -12, CCHFV vOTU inh 6, DUSP3 inh 17, Mtb UGM inh 1.0, MazEF act -3 and FadD28 binding -2.6.
Screening COC(=O)C1=C(c2cccc(OCc3ccccc3)c2)C[C@@H]2CC[C@H]1N2C(=O)NCc1ccc(C(F)(F)F)cc1 returned Mtb FBA inh -2, BoNT-F LC inh -5, GDH-TPI inh 12, Mtb BioA inh -3.2, Rv3671c protease -16, CCHFV vOTU inh 6, Mtb UGM inh 0.0, MazEF act -3 and FadD28 binding -3.8.
`O=C1N=C(N2CCCC2)S/C1=C\C=C\c1ccccc1` gave Mtb FBA inh 1, BoNT-F LC inh 41*, GDH-TPI inh 7, Mtb BioA inh 0.1, Rv3671c protease 1, CCHFV vOTU inh 16, DUSP3 inh -2, Mtb UGM inh -0.1, MazEF act -8 and FadD28 binding -3.4.
COc1ccc(Br)cc1CN(C)CC(=O)Nc1c(Cl)cccc1Cl was read as Mtb FBA inh -1, BoNT-F LC inh 1, GDH-TPI inh 11, Mtb BioA inh -0.3, Rv3671c protease 0, CCHFV vOTU inh 14, DUSP3 inh 8, Mtb UGM inh 0.7, MazEF act -6 and FadD28 binding 0.6.
`Nc1nc(CSC(=S)N2CCN(c3ccccc3)CC2)nc(Nc2ccc(F)cc2)n1` gave Mtb FBA inh -1, BoNT-F LC inh -9, GDH-TPI inh 0, Mtb BioA inh 0.8, Rv3671c protease -53, CCHFV vOTU inh 3, DUSP3 inh 8, Mtb UGM inh -0.6, MazEF act -11 and FadD28 binding 1.5.
For CC(=O)Oc1ccc(-c2cccc(C(=O)N3CCCCC3)c2)cc1 the results were Mtb FBA inh 0, BoNT-F LC inh -6, GDH-TPI inh -2, Mtb BioA inh -0.1, Rv3671c protease -4, CCHFV vOTU inh -1, DUSP3 inh 18, Mtb UGM inh -3.9, MazEF act 7 and FadD28 binding -3.1.
`O=C(CCc1ccccn1)NC1CCCc2c1cnn2-c1ccc(F)cc1F` (configuration not stated) gave Mtb FBA inh 1, BoNT-F LC inh 5, GDH-TPI inh 4, Mtb BioA inh 0.4, Rv3671c protease 2, CCHFV vOTU inh -19, DUSP3 inh 8, Mtb UGM inh 4.7, MazEF act 4 and FadD28 binding -2.6.

An excerpt from above in order of SMILES length, low to high.
Screening Cc1ccc(S(=O)(=O)NC(=O)C2CCCCC2)cc1 returned Mtb FBA inh -1, BoNT-F LC inh 7, GDH-TPI inh 0, Mtb BioA inh -1.0, Rv3671c protease 1, CCHFV vOTU inh 5, Mtb UGM inh 0.0, MazEF act 10 and FadD28 binding -2.0.
Screening Cn1c(Cn2nnc(-c3ccccc3)n2)nnc1SCc1ccccc1Cl returned Mtb FBA inh 0, BoNT-F LC inh 2, GDH-TPI inh 1, Rv3671c protease -1, CCHFV vOTU inh -6, DUSP3 inh 27, Mtb UGM inh -1.0, MazEF act -9 and FadD28 binding 0.3.
CC(c1nc2ccccc2[nH]1)N(C(=O)C1=NNC(=O)CC1)c1ccccc1 (configuration not stated) was read as Mtb FBA inh 0, BoNT-F LC inh -13, Mtb BioA inh 0.0, CCHFV vOTU inh -2 and FadD28 binding -2.6.
